KAT2A inh: inhibitors of human GCN5L2 histone acetyltransferase; Q92830; GCN5L2 HAT assay, ThioGlo1 CoA-SH fluorescence; Potency, µM (top dose mostly 58.9 µM), inactives show at the highest dose activity change, negative = inhibition, hits mostly inhibitors; 390,000 compounds, 0.21% hits; AID 504327
Target sequence (Q92830 whole entry, looked up): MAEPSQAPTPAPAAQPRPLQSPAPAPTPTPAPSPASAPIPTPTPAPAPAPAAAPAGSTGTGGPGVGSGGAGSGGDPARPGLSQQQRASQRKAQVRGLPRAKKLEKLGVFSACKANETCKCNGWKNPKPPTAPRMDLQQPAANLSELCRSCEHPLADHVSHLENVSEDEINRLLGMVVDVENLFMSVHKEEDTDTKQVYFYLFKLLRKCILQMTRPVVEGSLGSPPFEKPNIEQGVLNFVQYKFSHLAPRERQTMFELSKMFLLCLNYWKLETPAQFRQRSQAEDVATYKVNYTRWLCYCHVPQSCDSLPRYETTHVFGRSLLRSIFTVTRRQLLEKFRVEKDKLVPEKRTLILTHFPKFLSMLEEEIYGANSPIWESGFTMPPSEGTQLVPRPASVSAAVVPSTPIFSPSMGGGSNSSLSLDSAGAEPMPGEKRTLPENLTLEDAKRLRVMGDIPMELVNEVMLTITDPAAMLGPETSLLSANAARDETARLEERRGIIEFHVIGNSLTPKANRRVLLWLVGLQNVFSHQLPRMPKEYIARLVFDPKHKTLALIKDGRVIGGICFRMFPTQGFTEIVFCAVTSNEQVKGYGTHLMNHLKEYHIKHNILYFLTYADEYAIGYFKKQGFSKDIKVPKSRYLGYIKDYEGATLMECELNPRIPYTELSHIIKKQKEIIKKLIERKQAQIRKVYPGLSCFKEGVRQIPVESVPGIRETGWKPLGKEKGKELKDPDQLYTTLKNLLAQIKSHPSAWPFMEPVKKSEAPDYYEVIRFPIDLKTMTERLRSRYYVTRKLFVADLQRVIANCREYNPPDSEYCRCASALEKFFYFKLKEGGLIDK
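Fluorescence readout, Ex340nm/Em540nm: ThioGlo1 (50uM final) reacts with free CoA thiol released as 20nM GCN5L2 acetylates H3(1-25) peptide (75uM) using acetyl-CoA (70uM). Compound and enzyme sat 15 min beforehand; 20 min room-temperature reaction.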
TDP1 cell noCPT: qHTS for Inhibitors of human tyrosyl-DNA phosphodiesterase 1 (TDP1): qHTS in cells in absence of CPT | DT40 Tdp1-/- hTDP1 cells, no CPT, ATP luminescence, 48 h | 420,000 compounds, 15% hits | AID 686978, 2013 | Potency, µM (doses to about 46.2 µM), inactives show top-dose activity change, negative = growth inhibition, usual class: inhibitors; also: nearly all actives have a fitted effect of over 55% in size
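Seeded 400 DT40-hTDP1 cells/well (vehicle DMSO, no 20 nM CPT); pinned compounds; ≥48 hr at 37 °C; CellTiter-Glo luminescence as viability measure.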
DT40 TDP1 CPT: DT40-hTDP1 cell growth loss with CPT. chicken DT40 Tdp1-/-;hTDP1 cells + 20 nM CPT, ATP luminescence, 48 h. AID 686979. 420,000 compounds, 12% hits. Potency, µM (series often up to 46.2 µM), inactives show top-dose activity change, negative = growth inhibition, hits mostly inhibitors; also: nearly all actives have a fitted effect of over 55% in size
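Chicken DT40 Tdp1-/- cells stably complemented with human TDP1 were seeded at 400 cells/well in medium containing 20 nM camptothecin, exposed to pin-transferred compounds, and grown at 37 °C for at least 48 hr. Viability was read as ATP luminescence.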
* marks the source's active call; other numbers are inactive results; ? = inconclusive; / = no result given; & = joins results of further samples; [ ] = another dose, or the depositor's remark. Calls follow the shape of the dose curve; as a rule, active = well fitted curve in the direction sought with a large enough effect; inconclusive = small, poorly fitted or top-dose-only effect, or another doubt; inactive = no such curve, though single readings can be large; an effect the other way counts as inactive or inconclusive. % is scaled to controls: 0 for no effect and ±100 for the full control effect; potency is read from the fitted curve at half-maximal effect. These rows are one share of the data, so the mix of outcomes need not match the whole.

SMILES | KAT2A inh | TDP1 cell noCPT | DT40 TDP1 CPT
O=C(Nc1cccc(S(=O)(=O)NC2=NCCCCC2)c1)c1cc(-c2ccc(Cl)cc2)nc2ccccc12 | -8% | ? | ?
COc1ccc(CNC(=O)CCN2C(=S)NC(C)(C)CC2C)cc1 (stereo unspecified) | -4% | 10% | 6%
Cc1ccc(-c2cn3c(n2)sc2cc(C(=O)NCc4cccs4)ccc23)c(C)c1 | -30% | 18µM* | 23µM*
Cc1ccc(-c2nc(C#N)c(N3CCC(C(N)=O)CC3)o2)cc1 | -4% | -3% | -1%
O=C(NCCC(=O)N(CCc1ccccc1)Cc1ccccc1)c1ccccc1Cl | 3% | 23µM* | ?
COc1ccc(C(O)C(CN2CCOCC2)c2ccccc2)cc1F (stereo unspecified) | -6% | -28% | -23%
COc1ccc(C(O)c2ncc(-c3ccccc3)[nH]2)cc1 (stereo unspecified) | / | -10% | -10%
CC1CN(S(=O)(=O)c2ccc(C(=O)NC3CCCCC3)cc2)CC(C)O1 (stereo unspecified) | -1% | -7% | -2%
O=C(Nc1ccccc1F)c1ccc([N+](=O)[O-])s1 | -7% | 21µM* | 21µM*
CCC(c1nnnn1Cc1ccco1)N(CCN1CCOCC1)Cc1cc2cc(C)ccc2[nH]c1=O (stereo unspecified) | -1% | ? | ?
O=C(N/N=C/c1ccsc1)c1cc(-c2cccs2)nc2ccccc12 | -17% | 8.2µM* | 10µM*
O=C(O)Cc1sc(-c2ccccc2Cl)nc1-c1ccccc1 | -3% | -11% | -6%
Cc1[nH]c2ccccc2c1/C=N\NC(=O)c1ccco1 | -6% | 11% | 7%
Cc1cccc(NCc2ccc(N(C)C)cc2)n1 | -4% | -28% | ?
Cn1cccc1C(=O)OCC(=O)NC1CCS(=O)(=O)C1 (stereo unspecified) | -6% | -15% | 18%
COc1cccc(C2C(C(=O)c3ccco3)=C(O)C(=O)N2CCCN2CCOCC2)c1OC (stereo unspecified) | / | -8% | -1%
CCOc1ccc(NC2=C(OC)C(=O)c3ccccc3C2=O)cc1 | 2% | ? | 21µM*
O=P(c1ccccc1)(c1ccccc1)C(c1ccccn1)P(=O)(c1ccccc1)c1ccccc1 | 0% | ? | 0%
CCCCCc1nnc(NC(=O)c2cccc(S(=O)(=O)N3CCOCC3)c2)s1 | -7% | -40% | -17%
COc1ccc(CC(=O)N(Cc2ccccc2)c2ccc(C)cc2)cc1S(=O)(=O)N1CCOCC1 | 0% | 16µM* | 18µM*
CCC(=O)Nc1cccc(NC(=O)c2ccc(Br)cc2)c1 | -2% | -2% | 4%
CCC(CC)C(=O)c1c[nH]c(C(=O)NCc2ccccc2OC)c1 | 4% | ? | 21µM*
Cc1cc(-c2ccccc2C(=O)NC2CCCCC2)on1 | -5% | -12% | 2%
COC(=O)c1ccccc1N=Nc1c(N)[nH][nH]c1=O | -8% | ? | ?
CCOc1ccc(N(CC(=O)NCc2ccco2)C(=O)CCC(=O)Nc2ccccn2)cc1 | -6% | -24% | -2%
Continuation:
SMILES | KAT2A inh | TDP1 cell noCPT | DT40 TDP1 CPT
C(=N\N(Cc1ccccc1)c1ccccc1)/c1cccnc1 | -7% | 3% | 5%
O=C(N/N=C/c1ccc2c(c1)OCO2)c1cccc2ccccc12 | -5% | 3.3µM* | 2.1µM*
COc1ccc(CSCC(=O)Nc2ccc(S(=O)(=O)N3CCCCCC3)cc2)cc1 | -5% | ? | ?
CCN1CCN(c2ncnc3c2sc2nc(N4CCOCC4)c4c(c23)CCC4)CC1 | -14% | ? | ?
CC(C)c1c(O)nc(SCC(=O)N2CCCCC2)[nH]c1=O | 4% | -1% | -2%
COc1ccc(CNC(=O)c2ccc3c(=O)n(-c4ccccc4)c(=O)[nH]c3c2)cc1 | -4% | -7% | 8%
O=C(NCCC1=CCCCC1)C1CCCN(S(=O)(=O)c2ccc(F)cc2)C1 (stereo unspecified) | 1% | 21µM* | 12µM*
O=C(NCc1ccc(F)cc1)C(=O)Nc1nc(C23CC4CC(CC(C4)C2)C3)cs1 | -10% | ? | ?
CC(C)NC(=O)c1ccc(CS(=O)(=O)c2ccc(Br)cc2)o1 | -4% | 1% | -19%
Cc1nc2cc(OCc3cc(C(=O)NC(C)c4cn(C)nc4C)no3)ccc2s1 (stereo unspecified) | -4% | -19% | ?
O=C1CC(c2cccc(Cl)c2)c2cc3c(cc2N1)CCC3 (stereo unspecified) | -4% | 2.9µM* | 4.6µM*
Cc1ccc(C)c(NC(=O)CCN2CCCC(C)C2)c1 (stereo unspecified) | -13% | -21% | 2%
COCCC(=O)N1CCC(Oc2ccc(C(=O)N(C)CCCC3CCCC3)cc2)CC1 | 1% | ? | ?
O=C1CSC(c2cccc([N+](=O)[O-])c2)N1Cc1ccccc1 (stereo unspecified) | -14% | ? | 15%
CC1(C)CC(=O)C/C(=N/NC(=O)COc2ccc(Cl)cc2Cl)C1 | -2% | -9% | -5%
CCS(=O)(=O)N1CCC(C(=O)Oc2ccc(C(=O)OC)cc2)CC1 | -2% | -12% | -17%
COc1ccc(C(=O)Nc2ncc3c(n2)-c2ccccc2CC3)cc1 | -2% | ? | -21%
CCOC(=O)C(=O)N1CCC(C(=O)OCC)CC1 | -5% | -5% | 26%
Cc1nc2ccccc2n1C1CCN(CC(=O)Nc2ccccc2Br)CC1 | 0% | 13µM* | ?
COc1ccccc1C1CN(CCNC(=O)[C@@H]2CSC(=O)N2)Cc2ccccc2O1 (stereo partly specified) | / | -16% | -1%[9.04 µM]
COc1ccc(CCNC(=O)c2coc3ccccc3c2=O)cc1OC | 0% | -28% | -21%
CC(=Nc1ccccc1)C1=C(O)CC(C)(C)CC1=O | -3% | 6% | -1%
COC1=C(Nc2ccc(OC)cc2)C(=O)C(OC)=C(Nc2ccc(OC)cc2)C1=O | / | -12% | 6%
CCCCCCCCCOC(=O)C1N2C(=O)[C@@H](NC(=O)COc3ccccc3)[C@H]2SC1(C)C (stereo partly specified) | / | ? | -5%&-28%
CCOC(=O)Cc1csc(SCC(=O)Nc2cccc(C#N)c2)n1 | 2% | -28% | -7%
(listing goes on)
SMILES | KAT2A inh | TDP1 cell noCPT | DT40 TDP1 CPT
O=C(COc1ccccc1[N+](=O)[O-])Nc1cccc(-c2nc3ccccc3s2)c1 | -13% | ? | ?
CC(C)Oc1ccc(-c2cc(=O)[nH]c(=O)[nH]2)cc1 | 0% | -13% | -6%
COC(=O)c1cc(-c2ccccc2)sc1N | 0% | -1% | -6%
O=C(CCc1ccccc1)NNC(=O)C1CCCCC1 | -10% | -3% | -28%
O=S(=O)(NCc1csc(-c2cccs2)n1)c1ccccc1 | 2% | -26% | 3%
O=C(CCc1nc2ccccc2c(=O)[nH]1)NNC(=O)COc1ccc(Br)cc1 | -5% | -2% | ?
O=c1ccnc(Sc2ncccc2[N+](=O)[O-])[nH]1 | 0% | 6% | -3%
C=CCn1c(COC)nnc1SCC(=O)c1ccc(F)cc1 | -6% | -15% | -23%
Cc1ccc(C(c2nnnn2CCc2ccccc2)N2CCSCC2)cc1 (stereo unspecified) | -4% | ? | 16µM*
COc1ccc(Br)cc1/C=N/N1CCN(Cc2ccccc2Cl)CC1 | -12% | -14% | -2%
Cc1nn(-c2nnc(NC3CCCCC3)nn2)c(C)c1Br | -3% | -4% | -8%
CCOC(=O)Cc1cnc(NC(=O)CSc2nc3ncnc(N)c3[nH]2)s1 | -3% | -14% | -18%
Cc1ccc(Oc2ncccc2/C=N/OCc2ccc(Cl)cc2Cl)cc1 | -5% | -1% | -12%
CCNC(=S)Nc1nc2c(cc1C(=O)OCC)CCCC2 | 3% | ? | ?
COc1ccc(C(=O)Nc2cnn(Cc3ccc(Cl)cc3)c2)cc1OC | -6% | 2% | 8%
CCOc1ccc(-c2c(=O)n(OCC)c3ccccc3[n+]2[O-])cc1 | -7% | 1% | -6%
CCOc1ccc(NC(=O)CC2C(=O)N(c3ccc(F)cc3)C(=O)N2Cc2ccc(OC)c(OC)c2)cc1 (stereo unspecified) | -2% | ? | -25%
O=C(Nc1cccc(S(=O)(=O)Nc2ccc(Cl)cc2)c1)c1ccc(Cl)nc1 | -11% | 0.65µM* | 2.3µM*
Cc1cc2cc(CCNS(=O)(=O)c3ccc(Br)cc3)c(=O)[nH]c2cc1C | -15% | ? | ?
CCOc1ccc(NC(=O)c2cccnc2C(=O)O)cc1 | -2% | 0% | -4%
CCOc1ccc(NC(=O)CN2CCN(CC(=O)Nc3ccc(N(CC)CC)cc3)CC2)cc1 | -10% | -11% | -7%
Cc1ccc(NC(=O)Cn2c(=O)c(C(F)(F)F)nc3ccccc32)cc1C | -5% | -23% | -10%
COc1cccc(NCc2nnc3n2CCCCC3)c1 | -6% | 0% | -2%
COc1ccc(C(=O)Oc2ccc3c(C)cc(=O)oc3c2C(C)=O)cc1 | -2% | -14% | 2%
N#CCC(=O)Nc1ccc(C(=O)NCc2ccccn2)cc1 | -2% | 6% | 0%
(list continues)
SMILES | KAT2A inh | TDP1 cell noCPT | DT40 TDP1 CPT
O=C1CN(c2nc(-c3ccccc3)c3ccccc3n2)c2ccccc2N1 | -2% | ? | -9%
COc1ccc(C2CC(c3ccccc3)=NN2C(=O)CSc2ncn[nH]2)cc1 (stereo unspecified) | 1% | -15% | ?
Oc1ccc(/C=N/n2c(-c3ccccc3)n[nH]c2=S)cc1Br | -22% | ? | ?
O=C(C1CCCN(S(=O)(=O)c2cccc3nsnc23)C1)N1CCN(c2ccccc2F)CC1 (stereo unspecified) | -3% | 15µM* | 18µM*
CCOC(=O)C1=C(COC(=O)[C@@H](NC(=O)c2cccc(C)c2)C(C)C)NC(=O)NC1C (stereo partly specified) | -2% | -4% | 10%
Cc1cccc(C)c1OCC(O)CN1CCN(c2ccccn2)CC1 (stereo unspecified) | 3% | -6% | 4%
CCOc1ccc(NC(=O)C(=O)NCCN2CCN(C(=O)c3ccc(C)cc3)CC2)cc1 | 1% | -27% | -17%
COc1ccccc1OCC(=O)NCc1cccs1 | 3% | -1% | -21%
CC(=O)n1nc2nc(C)cc(C)c2c1N | -3% | 2% | -16%
CC(C)C(NC(=O)C1CCCCC1)C(=O)NC1=NCCS1 (stereo unspecified) | -1% | 6% | -5%
COc1ccccc1NC(=O)C(=O)NCCCN1CCCC1=O | -6% | -30% | -14%
Cc1cccc(C2Nc3ccccc3C(=O)N2NC(=O)c2ccc([N+](=O)[O-])cc2)n1 (stereo unspecified) | 4% | -6% | -4%
Cc1cc(=O)n2nc(N3CCC(C(=O)NC(C)c4ccccc4)CC3)sc2n1 (stereo unspecified) | 2% | -3% | ?
COc1ccccc1S(=O)(=O)Cc1ccc(C(=O)NCc2ccc(Cl)cc2)o1 | -6% | 18µM* | ?

Screening results: PubChem BioAssay, National Center for Advancing Translational Sciences (NCATS)
